Abeta rescue: qHTS for compounds that reverse cellular toxicity of Amyloid beta (A-beta) peptide in yeast: Primary Screen; yeast expressing A-beta42, growth rescue, OD600, 48 h; response scale: 0% DMSO, 100% iron-clioquinol control; 410,000 tested, 0.063% active; Potency, µM (series often up to 46.1 µM), for inactives: top-dose growth rescue, hits mostly activators; further: potency means the concentration at half of the fitted maximal effect; nearly all actives have a fitted effect of over 55% in size
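Yeast A-beta toxicity model in growth medium with pinned compounds, 48 h at 30 C; growth read as absorbance at 600 nm. Normalized to FeCl3/clioquinol equimolar mix (positive) and DMSO (negative).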
EPAC1 ag: qHTS for Agonist of cAMP-regulated guanine nucleotide exchange factor 3 (EPAC1): primary screen; Rap guanine nucleotide exchange factor 3 (Homo sapiens), O95398; EPAC1 agonist qHTS, biochemical assay; response scale: 100% = response to 6.5 mM cAMP; Potency, µM (highest dose often 154 µM), for inactives: top-dose activation, usual class: activators; 360,000 tested, 0.073% active; further: potency means the concentration at half of the fitted maximal effect; nearly all actives have a fitted effect of over 60% in size
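Nucleotide exchange assay: 100 nM EPAC1 with 250 nM Rap1B loaded with BODIPY-GDP and 50 uM GDP, room temperature. Fluorescence (480/540 nm) read every 5 min for 30 min; signal change normalized to 6.5 mM cAMP as full agonist.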
EPAC1 antagonist: qHTS for Antagonist of cAMP-regulated guanine nucleotide exchange factor 3 (EPAC1): primary screen; AID 720709, 2013; Potency, µM (series often up to 115 µM), for inactives: at the top dose activity change, negative = inhibition, most hits filed as inhibitors; EPAC1 GEF assay, Rap1b-BODIPY-GDP exchange fluorescence; 360,000 tested, 0.14% active; Rap guanine nucleotide exchange factor 3 (Homo sapiens), O95398;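 further: potency means the concentration at half of the fitted maximal effect; plate controls were vehicle for no effect and positive control for full effect; nearly all actives have a fitted effect of over 50% in size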
WRN helicase inh: qHTS for Inhibitors of WRN Helicase. 360,000 tested, 0.46% active. Potency, µM (top dose mostly 114 µM), inactives show top-dose activity change, negative = inhibition, usual class: inhibitors. WRN helicase unwinding, fluorescent forked duplex, kinetic. AID 651768, 2012; further: potency means the concentration at half of the fitted maximal effect; on the % scale 0 is the no-effect control and ±100 the full control effect; nearly all actives have a fitted effect of over 55% in size
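WRN at 20 nM final was preincubated with compound for 15 min at room temperature; reaction started with 100 nM forked duplex oligonucleotide carrying fluorophore and quencher plus 2 mM ATP (final). Unwinding followed kinetically by red fluorescence (ex 525/em 598 nm).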
PI5P4K alpha inh: qHTS for Inhibitors of phosphatidylinositol 5-phosphate 4-kinase (PI5P4K); PI5P4Kalpha enzyme, ADP-Glo luminescence, 60 min; stronger effect = lower value; max response, %; 330,000 tested, 1.2% active; Phosphatidylinositol 5-phosphate 4-kinase type-2 alpha (Homo sapiens), P48426; active means max response of -50% or lower; inconclusive means between -30% and -50%; inactive means -30% or higher; further: value at the top dose of about 77 µM; on the % scale 0 is the no-effect control and ±100 the full control effect
Target sequence (P48426 whole entry, looked up): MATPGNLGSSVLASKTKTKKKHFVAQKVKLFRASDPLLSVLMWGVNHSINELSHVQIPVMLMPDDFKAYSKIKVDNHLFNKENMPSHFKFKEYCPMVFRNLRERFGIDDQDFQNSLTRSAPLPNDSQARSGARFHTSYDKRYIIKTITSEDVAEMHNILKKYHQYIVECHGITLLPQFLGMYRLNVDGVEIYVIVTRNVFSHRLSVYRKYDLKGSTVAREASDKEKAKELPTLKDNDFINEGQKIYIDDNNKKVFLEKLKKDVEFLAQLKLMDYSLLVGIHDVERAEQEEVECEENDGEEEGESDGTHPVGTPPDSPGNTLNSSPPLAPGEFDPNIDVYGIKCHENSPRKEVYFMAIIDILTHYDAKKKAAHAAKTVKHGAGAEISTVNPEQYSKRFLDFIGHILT
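Single end-point luminescence (ADP-Glo) quantified ADP from PI5P4Kalpha turnover; ATP 5 microM final, 1 h at RT, 0.1% CHAPS and 0.28 mM EGTA in HEPES pH 7.4.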
aSyn yeast inh: qHTS of alpha-syn Inhibitors; 370,000 tested, 0.14% active; Yeast expressing alpha-synuclein, growth rescue, BacTiter-Glo, 24 h; Potency, µM (top dose mostly 46.1 µM), inactives show at the top dose growth rescue (activation), hits mostly activators; AID 652106, 2013; further: potency means the concentration at half of the fitted maximal effect; % of control where 0% means no effect; nearly all actives have a fitted effect of over 65% in size
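Rescue of yeast growth: cells expressing toxic alpha-synuclein, induced in galactose at OD600 0.02, incubated with compound 24 h at 30 C. ATP luminescence quantified growth; inhibitors of toxicity appear as activators.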
PLK1 PBD block: qHTS for Inhibitors of PLK1-PDB (polo-like kinase 1 - polo-box domain): Primary Screen; Potency, µM, inactives show max response, negative = inhibition, actives largely listed as inhibitors; 360,000 tested, 2.8% active; AID 720504, 2013; Plk1 PBD binding of FITC phosphopeptide, fluorescence polarization; further: potency means the concentration at half of the fitted maximal effect; series mostly up to about 57 µM; on the % scale 0 is the no-effect control and ±100 the full control effect; nearly all actives have a fitted effect of over 65% in size
Target sequence (P53350 whole entry, looked up, the tested form may be a part): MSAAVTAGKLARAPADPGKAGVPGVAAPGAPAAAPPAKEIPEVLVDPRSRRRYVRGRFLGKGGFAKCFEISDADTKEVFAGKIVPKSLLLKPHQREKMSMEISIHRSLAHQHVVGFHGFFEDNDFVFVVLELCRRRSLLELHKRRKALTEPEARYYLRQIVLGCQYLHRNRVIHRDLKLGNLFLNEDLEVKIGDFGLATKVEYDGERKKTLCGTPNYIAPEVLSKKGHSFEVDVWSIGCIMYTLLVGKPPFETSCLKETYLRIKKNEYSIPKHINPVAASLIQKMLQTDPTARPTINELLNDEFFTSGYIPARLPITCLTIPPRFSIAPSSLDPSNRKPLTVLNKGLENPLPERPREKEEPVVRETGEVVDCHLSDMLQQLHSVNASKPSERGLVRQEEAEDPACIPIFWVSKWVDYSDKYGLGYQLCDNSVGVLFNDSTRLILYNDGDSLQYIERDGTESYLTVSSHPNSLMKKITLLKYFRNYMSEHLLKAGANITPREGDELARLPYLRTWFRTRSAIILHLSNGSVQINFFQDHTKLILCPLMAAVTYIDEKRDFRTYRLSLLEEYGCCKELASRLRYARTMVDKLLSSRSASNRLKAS
FUS yeast rescue: qHTS for Suppressors of FUS Proteinopathy: Primary screen using FUS-linked yeast assay; S. cerevisiae FUS-expressing, growth rescue, OD600, 24 h; Potency, µM (titrated, usually from 76.6 µM), for the others: at the top dose growth rescue (activation), actives largely listed as activators; 390,000 tested, 0.24% active;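 further: potency means the concentration at half of the fitted maximal effect; plate controls were DMSO vehicle for no effect and reference control for full effect; nearly all actives have a fitted effect of over 55% in size; some results filed as inactive show a strong effect at the top dose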
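Read-out: OD at 600 nm after 24hr at 30C, reporting rescue of FUS-induced yeast toxicity. Cells at OD 0.005 in galactose (2%) minimal medium; compounds tested in a dilution series; CP55940 titration from 92uM final as control.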
IL2 activator: qHTS of IL-2 Activators; IL-2 activation reporter assay, cell-based qHTS; stimulated with anti-CD3/CD4/CD28 beads; in transgenic mouse T cells; activation, % (series mostly up to about 46 µM); 360,000 tested, 0.065% active; in the data active means activation above about 50%; inconclusive means mostly about 30% to 49%; further: 0% is about no effect
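Quantitative HTS in unstimulated transgenic mouse T cells, with memory T cells as non-tolerant control and PMA/ionomycin as tolerance-bypass control. Compound pretreatment lasted 60 minutes before 18 h bead stimulation; EGFP/DsRed fluorescence read.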
An asterisk follows results filed as active; ? = inconclusive; / = not tested or not shown; & = joins results of further samples; [ ] = dose if it differs, or a comment. Unless noted, the call rests on the fitted dose curve; in most records, active means well fitted curve in the direction sought with a large enough effect; inconclusive means small, poorly fitted or top-dose-only effect, or another doubt; inactive means no such curve, though single readings can be large; an effect the other way counts as inactive or inconclusive. Rows are unselected; overall some 4.1% were active at least once.

Screens in order: Abeta rescue | WRN helicase inh | FUS yeast rescue | PI5P4K alpha inh | EPAC1 ag | EPAC1 antagonist | aSyn yeast inh | PLK1 PBD block | IL2 activator
> CCOC(=O)C1CCN(CCC(=O)Nc2ccccc2)CC1
    -8% | -5% | -10% | 1 | 8% | -8% | 2% | 3% | 1.6
> COc1ccccc1NC(=O)C1CCCN(c2ncnc3c2nc2n3CCCCC2)C1 (stereo not drawn)
    -1% | -10% | 2% | 0 | 3% | -1% | 8% | -5% | -1.7
> Cc1c(C(=O)NC2CCOC2)oc2c(F)cccc12 (stereo not drawn)
    -10% | 7% | -19% | -2 | -10% | 2% | 7% | 4% | -0.6
> COc1ccc(C(=O)C(CO)Oc2ccccc2OC)cc1OC (stereo not drawn)
    -8% | 5% | 32% | / | -6% | 14% | 10% | -5% | -2.0
> CCn1ccnc1CN(C)C(=O)c1cc(COc2c(F)cccc2F)on1
    3% | 3% | -25% | 0 | 9% | 0% | -4% | -1% | -2.2
> Cc1ccc2[nH]c(=O)c(CN(C(=O)c3cccc([N+](=O)[O-])c3)C(C)C)cc2c1
    ? | 1% | -5% | -1 | -4% | -6% | -2% | -11% | 1.3
> O=C(COC(=O)c1cc(Cl)nc(Cl)c1)NCCc1ccc(F)cc1
    4% | 8% | -3% | -1 | 3% | -4% | 4% | 6% | -0.4
> COc1ccc(-c2nnc(SCc3ccccn3)n2C)cc1
    -16% | 0% | -3% | -17 | 3% | -2% | -3% | 30µM* | -0.3
> O=C(N/N=C/c1ccccc1)C(=O)N/N=C/c1ccccc1
    3% | 12% | 18% | 7 | -5% | 18% | -10% | 0% | -0.5
> Cc1c(NC(=O)COC(=O)c2cc3c4ccccc4n(C)c3s2)c(=O)n(-c2ccccc2)n1C
    12% | 8% | 20% | -5 | 6% | 8% | 1% | -12% | -1.6
> C=C1CCN([C@@H](Cc2ccccc2)C(=O)NCc2ccccc2)S(=O)(=O)c2ccccc21
    1% | -9% | 35% | 0 | 10% | 5% | 6% | -3% | -1.7
> S=c1[nH]nc(CN2CCCC2)n1Cc1ccccc1
    -17% | -29% | 11% | -10 | 3% | 7% | -6% | -20% | -5.3
> Cc1cccn2c(=O)c(/C=N/O)c(Nc3ccccc3F)nc12
    -5% | -12% | 1% | 2 | 2% | 5% | -5% | -6% | -0.5
> Cc1cccc(-n2nnnc2SCC(=O)NC2CCCC2)c1
    -6% | -6% | -2% | 0 | -8% | 14% | 1% | -7% | 0.8
> O=S(=O)(c1cccc(-c2csc(-c3cccnc3)n2)c1)N1CCOCC1
    -8% | ? | 36% | -16 | 9% | 4% | 7% | 0% | -3.1
> CCc1cc(C(c2ccncc2)N2CCN(C)CC2)c(NC(=O)c2ccccc2)s1 (stereo not drawn)
    0% | -2% | / | 1 | -5% | 13% | 3% | -13% | 1.4
> CC1CC(C)(C)NC(=S)N1CCCC(=O)Nc1ccc2c(c1)OCCO2 (stereo not drawn)
    -4% | 3% | 14% | 5 | 7% | -25% | -3% | -2% | -3.9
> CN(c1ccccc1)S(=O)(=O)c1ccc(Cl)c(C(=O)OCC(=O)NC2CCS(=O)(=O)C2)c1 (stereo not drawn)
    3% | -1% | 11% | 0 | 4% | -7% | -1% | -21% | -0.2
> CCOC(=O)N1CCN(C(=O)COc2ccccc2Cl)CC1
    18% | -4% | -3% | 2 | 0% | 0% | -7% | -3% | 1.7
> CN(C)c1ccc(NS(=O)(=O)c2cc3c4c(c2)CC(=O)N4CCC3)cc1
    -4% | 2% | ? | -1 | 8% | -17% | 1% | -15% | -0.8
> COc1ccc(S(=O)(=O)NC(C(C)C)C(C)C)cc1OC
    -1% | -29%[57.1 µM] | -6% | 2 | -8% | 4% | 14% | -9% | -2.6
> Cc1ccc(/C=C/C(=O)c2ccc(C)cc2)cc1
    11% | -10% | 0% | / | 7% | -22% | 2% | 0% | -1.5
> CCOc1ccccc1Oc1cn[nH]c1-c1ccc(OC)cc1O
    -17% | -9% | ? | 11 | 15% | ? | ? | -6% | -0.2
> COCCCNC(=O)CSc1c2c(nc3ccc(Cl)cc13)CCCC2
    -35%&1%[inhibitor] | 6% | 12%&7% | -16 | 8% | -20% | 0% | 1% | 1.2
> O=C(Nc1ccc(S(=O)(=O)C(F)F)cc1)c1cccc(S(=O)(=O)N2CCOCC2)c1
    -6% | 6% | -1% | -2 | 1% | -29% | -3% | -9% | -0.8
> CCOC(=O)c1ccccc1NC(=S)N1CCN(C2CCCCC2)CC1
    6% | 3% | -3% | 1 | 3% | -26% | -6% | -24% | 0.3
> Cc1nc2[nH]c(=O)c3c(n2n1)NC1=C(C(=O)CC(C)(C)C1)C3c1ccccc1 (stereo not drawn)
    4% | 4% | 11% | / | -1% | 0% | 6% | -1% | 1.5
> Cc1c(OC(C)C(=O)N[C@H](C(=O)O)c2ccccc2)ccc2c3c(c(=O)oc12)CCCC3 (stereo partly drawn)
    -6% | -6% | -3% | 1 | -17% | -12% | -1% | -5% | 1.9
> CC(C)CC1NC(C(=O)O)Cc2c1[nH]c1ccccc21 (stereo not drawn)
    -19% | -8% | 9% | 5 | -1% | -7% | 3% | 0% | -1.0
> COc1cccc(-n2nc(-c3ccnn3-c3ccccc3)c(=O)n(C)c2=O)c1
    -14% | -5% | 8% | 9 | 3% | -21% | 10% | -4% | -0.3
> O=C(c1cc2c(c(-c3cccc(-c4ccncc4)c3)n1)[C@@H](CCO)N(C(=O)c1ccc3c(c1)OCO3)C2)N1CCOCC1
    -7% | -10% | 1% | -6 | -10% | 26% | -2% | -6% | 0.3
> CCN(CC(=O)Nc1ccccc1C(F)(F)F)C(=O)c1cc2c(s1)CCCCC2
    -4% | 4% | ? | -5 | 8% | ? | -3% | -12% | -3.0
> Cc1c(C(=O)OC(C)C(=O)N(C)Cc2ccccc2)oc2ccccc12 (stereo not drawn)
    9% | 2% | 26% | 4 | 1% | 11% | 1% | 0% | 0.1
> CC(C)CNc1nc(N)c([N+](=O)[O-])c(N2CCCCCC2)n1
    -11% | -1%[11.6 µM] | 34% | 2 | 5% | 6% | -6% | -2% | 0.0
> COc1ccc(NC(=O)Nc2nc(C(N)CC(C)C)cs2)cc1 (stereo not drawn)
    11% | -7% | -15% | -5 | -1% | 3% | 2% | -7% | -0.4
> O=C(Cc1ccc(O)cc1)NC1CCCCCC1
    9% | 2% | 14% | 2 | 1% | -1% | -8% | -10% | 0.4
> O=Nc1c(O)[nH]c2ccc(Cl)c(Cl)c12
    -14% | -22% | -1% | -16 | -1% | -1% | 13% | -6% | -0.1
> O=C(NCc1ccc(F)cc1)C1CCC(CNc2c(N3CCOCC3)c(=O)c2=O)CC1 (stereo not drawn)
    -4% | -2% | -14% | 2 | 7% | -15% | -8% | -10% | -0.2
> CCOC(=O)CNC(=O)CSc1nnc(-c2ccccc2)n1Cc1ccco1
    3% | -15% | -4% | -10 | 5% | -10% | 3% | -9% | 0.5
> O=c1c2cc(N3CCOCC3)ccc2[nH]c(=S)n1CC1CCCO1 (stereo not drawn)
    13% | 0% | 23% | / | 2% | -1% | 0% | -1% | 0.2
> O=C1c2ccccc2C(=O)N1CC1=NCCc2ccccc21
    21% | -20% | / | 11 | 1% | -1% | 8% | 3% | -0.3
> COc1ccc(Cl)cc1NC(=S)NCc1ccc(S(N)(=O)=O)cc1
    16% | -3% | -2% | -9 | -1% | -15% | 0% | -9% | -0.4
> CC(=O)Nc1ccc(C2=NNC(=Nc3ccc(S(=O)(=O)N4CCOCC4)cc3)SC2)cc1
    -15% | -3% | 30% | ? | 12% | -3% | -3% | ? | -0.4
> CC1(C)CC(=O)C=C(c2ccc3ccccc3c2)C1
    -18% | 0% | 9% | 0 | 8% | -8% | -6% | ? | 2.2
> CC1Oc2ccccc2C=C1/C=N/NC(=O)c1ccncc1 (stereo not drawn)
    -7% | -3% | -3% | -8 | 0% | -5% | 7% | 5% | 3.9
> O=C(NC1CCCCC1)C1CN(S(=O)(=O)c2ccccc2)CCN1S(=O)(=O)c1ccccc1 (stereo not drawn)
    12% | -5% | 44% | / | 0% | -26% | 1% | 1% | 0.7
> CCOCCc1nnc(NC(=O)CCS(=O)(=O)c2ccccc2)s1
    0% | 12% | -5% | -9 | -3% | 19% | -4% | -9% | -0.3
> CCn1c(SCC(=O)N2CCN(c3ccc(Cl)cc3)CC2)nc2ccccc2c1=O
    4% | 0% | 11% | / | -2% | -1% | -3%&17% | 0% | 1.1
> CCCCC(=O)Nc1cnc(NC(=O)c2ccco2)cc1C
    -14% | -19% | 11% | 1 | 0% | 1% | -4% | -3% | 2.1
> N#Cc1ccc(C(=O)N2CCCCC2c2cc(C(=O)Nc3ccccc3Cl)no2)cc1 (stereo not drawn)
    -3% | 0% | 23% | 1 | -15% | -1% | 8% | 0% | -0.2
> CSc1nccc(N2CCN(c3ccc(F)cc3)CC2)n1
    -9% | -10% | 4% | 3 | 1% | -27% | 6% | 6% | -1.8
> Cc1cc(=O)oc2cc(OCC(=O)OCC(=O)Nc3ccccc3C(C)C)ccc12
    8% | -10% | / | 2 | -2% | 2% | -8% | 1% | -1.0
> CCc1c(C)nc(SCC(=O)Nc2c(C)n(C)n(-c3ccccc3)c2=O)[nH]c1=O
    12% | -2% | 16% | / | -1% | 2% | -6% | 0% | 1.0
> CCn1ncc([C@@H]2C[C@H]3CN(Cc4cccc(Cl)c4)C(=O)[C@]34CCCN24)c1C
    10% | 1% | 8% | 0 | 5% | 8% | -1% | 1% | 0.2

From PubChem
